# GLS inhibitor: blocks human kidney-isoform glutaminase activity | GLS enzymatic activity, qHTS titration | AID 624170 | 410,000 tested, 0.21% active | Potency, µM (doses to about 45.5 µM), for inactives: at the top dose activity change, negative = inhibition, actives largely listed as inhibitors; note: potency is the fitted concentration of half-maximal effect; % is set by controls: 0 for no effect and ±100 for the full control effect
#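 hKGA in 45 mM KH2PO4 pH 8.2, 0.02% Tween-20 with pin-transferred compounds; 1 mM L-glutamine (stock) plus glutamate oxidase/HRP/Amplex Red coupling added. Fluorescence read initially and after 30 min at RT.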
# PGK inhibitor: T. brucei PGK inhibition | PGK/GAPDH coupled, Kinase-Glo luminescence, 60 min | Potency, µM (series often up to 57.5 µM), for inactives: at the top dose activity change, negative = inhibition, usual class: inhibitors | 380,000 tested, 0.043% active; note: potency is the fitted concentration of half-maximal effect; % is set by controls: 0 for no effect and ±100 for the full control effect; nearly all actives have a fitted effect of over 60% in size
#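 Luminescent ATP detection (Kinase-Glo Plus) follows a 60-minute room-temperature incubation, with wells lacking PGK as controls. Buffer: 100 mM TEA (pH 7.6), 5 mM MgCl2, 0.01% Tween-20. Coupling enzyme GAPDH (100 nM final) supplies unstable 1,3-BPG in-well.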
# PI4K2A inh: inhibitors of human PI4K2A. purified PI4K2A, ADP-Glo luminescence, 1 h; stronger effect = lower value. 420,000 tested, 0.13% active. AID 1346378. activity change, negative = inhibition, % at 76.9 µM; in the data active = activity change below about -50%; inconclusive = mostly about -30% to -49%;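 note: -100% = wells without enzyme as full effect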
# Target sequence (Q9BTU6 whole entry, looked up): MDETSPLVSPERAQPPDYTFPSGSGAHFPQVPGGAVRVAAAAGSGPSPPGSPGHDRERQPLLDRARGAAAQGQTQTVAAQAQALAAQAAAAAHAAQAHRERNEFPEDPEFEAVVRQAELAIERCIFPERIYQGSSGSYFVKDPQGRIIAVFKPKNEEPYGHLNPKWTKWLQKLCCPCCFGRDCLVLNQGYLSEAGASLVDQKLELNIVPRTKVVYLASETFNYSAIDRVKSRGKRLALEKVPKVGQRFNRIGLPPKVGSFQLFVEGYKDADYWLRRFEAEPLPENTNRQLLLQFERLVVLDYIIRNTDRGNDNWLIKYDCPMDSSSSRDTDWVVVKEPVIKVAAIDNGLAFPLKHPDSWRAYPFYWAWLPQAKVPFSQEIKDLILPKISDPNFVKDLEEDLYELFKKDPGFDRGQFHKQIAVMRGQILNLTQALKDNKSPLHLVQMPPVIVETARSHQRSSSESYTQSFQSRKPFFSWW
#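 PI4K2A activity was measured by ADP-Glo luminescence: enzyme (4 ug/mL stock) and phosphatidylinositol (1.2 mM stock) in Tris pH 7.5/MgCl2/EGTA/Triton X-100 buffer were reacted with ATP (300 microM stock) for one hour at ambient temperature.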
# Pin1 inhibitor: blocks the human prolyl isomerase Pin1 | AID 504891 | Pin1 FP peptide displacement, HiFluor488, 10 min | Potency, µM (series often up to 115 µM), for the others: top-dose activity, negative = inhibition, hits mostly inhibitors | 390,000 tested, 0.009% active; active = well fitted inhibition curve with a large enough effect in the polarisation, with a control signal flat, not every such curve was filed as active; inconclusive = small, poorly fitted or top-dose-only effect, or effect the other way, or a change in a side signal; inactive = no such curve, though single readings can be large or run the other way; the % refers to the polarisation; note: potency is the fitted concentration of half-maximal effect; % is set by controls: 0 for no effect and ±100 for the full control effect
# Target sequence (Q13526 whole entry, looked up): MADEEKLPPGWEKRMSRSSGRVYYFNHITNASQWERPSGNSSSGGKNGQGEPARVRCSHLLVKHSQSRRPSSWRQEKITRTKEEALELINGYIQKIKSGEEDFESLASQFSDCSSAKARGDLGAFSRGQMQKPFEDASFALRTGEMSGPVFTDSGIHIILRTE
# BAZ2B block: blocks human BAZ2B. AlphaScreen BAZ2B-H3K14Ac peptide displacement. Potency, µM (highest dose often 114 µM), inactives show top-dose activity change, negative = inhibition, usual class: inhibitors. 360,000 tested, 4.4% active. AID 504333; note: potency is the fitted concentration of half-maximal effect; % is set by controls: 0 for no effect and ±100 for the full control effect; nearly all actives have a fitted effect of over 60% in size
#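 Compounds, titrated to a top concentration of 110 uM, were incubated 30 min at room temperature with preformed BAZ2B/acetyl-K14 H3 peptide complex (50 nM each). Proximity signal was measured by AlphaScreen after 20 min with beads.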
# G9a inh: inhibitors of human histone lysine methyltransferase G9a; G9a H3K9 monomethylation, AlphaScreen, 2 h; Potency, µM (titrated, usually from 102 µM), without a hit: at the top dose activity, negative = inhibition, most hits filed as inhibitors; 350,000 tested, 8.8% active; AID 504332; note: potency is the fitted concentration of half-maximal effect; % is set by controls: 0 for no effect and ±100 for the full control effect; nearly all actives have a fitted effect of over 75% in size
# Target sequence (Q96KQ7 913-1193 limits assumed): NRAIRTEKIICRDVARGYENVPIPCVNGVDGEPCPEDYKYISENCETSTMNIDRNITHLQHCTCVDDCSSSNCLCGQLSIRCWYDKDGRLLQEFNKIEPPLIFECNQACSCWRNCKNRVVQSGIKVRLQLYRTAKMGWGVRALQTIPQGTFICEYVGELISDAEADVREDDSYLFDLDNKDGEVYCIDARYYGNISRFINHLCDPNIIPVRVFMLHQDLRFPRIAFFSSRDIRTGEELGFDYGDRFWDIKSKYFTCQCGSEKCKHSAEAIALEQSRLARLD
#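 AlphaScreen read-out: biotin-H3K9 peptide (500 nM) methylation by 20 nM enzyme with 20 uM SAM, 2 h at room temperature after 15 min compound preincubation; anti-monomethyl H3K9 antibody plus donor/acceptor beads, 10 min dark.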
# HP1b binding inh: HP1-beta chromodomain-methylated histone interaction inhibition | P83916 | AlphaScreen HP1-beta / biotin-H3K9me3 peptide binding | Potency, µM (titrated, usually from 114 µM), without a hit: at the highest dose activity change, negative = inhibition, usual class: inhibitors | 390,000 tested, 0.56% active; note: potency is the fitted concentration of half-maximal effect; nearly all actives have a fitted effect of over 70% in size; inactives centre near 23
#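 AlphaScreen: HP1-beta (50 nM) preformed 30 min with biotin-H3(1-18)K9me3 peptide (50 nM) in PBS pH 7.4, 0.01% Tween-20. Compound added for 30 min at RT, then streptavidin donor/nickel chelate acceptor beads (10 ug/mL) for 30 min.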
# JMJD2A Tudor inh: blocks the human JMJD2A Tudor domain | O75164 | 390,000 tested, 4.4% active | AID 504339 | AlphaScreen JMJD2A-Tudor / H3K4me3 peptide binding | Potency, µM (doses to about 114 µM), for inactives: top-dose activity change, negative = inhibition, most hits filed as inhibitors; note: potency is the fitted concentration of half-maximal effect; % is set by controls: 0 for no effect and ±100 for the full control effect; nearly all actives have a fitted effect of over 50% in size
# POLH inh: DNA polymerase eta (human) inhibition | AID 588591 | Potency, µM (top dose mostly 114 µM), for the others: at the top dose activity change, negative = inhibition, usual class: inhibitors | recombinant Pol eta, fluorescent DNA replication assay | 390,000 tested, 1.2% active; note: potency is the fitted concentration of half-maximal effect; % is set by controls: 0 for no effect and ±100 for the full control effect
#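 Fluorescent replication assay: 50 nM final substrate added after a 15 min room-temperature compound preincubation with 10 nM enzyme. Signal taken at 0 min and again at 10 min.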
# * = called active by the depositor; i = inactive; ? = inconclusive; · = no result given; [ ] = dose if it differs, or a comment. Unless noted, calls come from the whole dose curve; as a rule, active = well fitted curve in the direction sought with a large enough effect; inconclusive = small, poorly fitted or top-dose-only effect, or another doubt; inactive = no such curve, though single readings can be large; an effect the other way counts as inactive or inconclusive.
compound	BAZ2B block	POLH inh	G9a inh	Pin1 inhibitor	GLS inhibitor	JMJD2A Tudor inh	HP1b binding inh	PI4K2A inh	PGK inhibitor
CC(C)CCc1noc(CN2CCN(CC(=O)NC(C)C)CC2)n1	13%	-18%	35%[59 µM]	-10%	1%	-13%	31%	5	-4%
Cc1cccc(C)c1OCC(=O)Nc1ccc(NC(=O)c2ccco2)cc1	-5%	-3%	·	8%	-1%	-21%	16%	-4	-2%
COc1ccccc1N=Cc1c(O)c2ccccc2oc1=O	5%	-15%	13%[59 µM]	-2%	-9%	-16%	41%[activator]	-9	-12%
COc1ccc(C(=O)N2CCc3cc(OC)c(OC)cc3C2c2ccc(OC)c(OC)c2)cc1OC (centres undefined)	?	-19%	20%	4%	20%	-4%	0%	0	-3%
O=C(OCc1nnc(-c2cccs2)o1)C1=NN(c2ccccc2)C(=O)CC1	6%	-16%	-3%[59 µM]	21%	1%	-3%	37%	-3	-5%
CCC(=O)Nc1nnc(-c2ccc(Cl)s2)o1	·	-2%	-10%	-1%	-2%	-19%	25%	-2	i
COC(=O)c1c(NC(=O)c2cccnc2Cl)sc(C(=O)N(C)C)c1C	5%	?	?	5%	-6%	0%[57.1 µM]	64%[activator]	0	i
CC(C)(Oc1ccc(Cl)cc1)C(=O)OCC(=O)NCCc1ccccc1	10%	-24%	56%[activator]	-4%	0%	2%	58%[activator]	3	-8%
Cc1ccc(Cl)cc1NC(=O)CN1CCN(S(=O)(=O)N2CCOCC2)CC1	11%	-17%	1%	2%	-9%	4%	-17%	-4	-8%
COc1ccc(CCN(C)C(=O)CCNS(=O)(=O)c2ccccc2C(F)(F)F)cc1OC	-24%	-2%	29%[12.7 µM]	-1%	1%	-8%	43%[activator]	2	-10%
Cc1nn(-c2ccccc2)c(N2CCCCC2)c1/C=N/NC(=O)c1ccncc1	?	?	-7%[59 µM]	2%	0%	-18%	20%	0	5%
Cc1ccc(CNC(=O)CN(c2ccc(Cl)cc2Cl)S(=O)(=O)c2ccccc2)cc1	-7%	-15%	-27%[59 µM]	20%	1%	-4%	36%	-1	3%
O=C(NC1CCCC1)C(c1ccc(F)cc1)N(C(=O)c1csnn1)c1ccccc1 (centres undefined)	23%	-13%	13%	-3%	-5%	7%	15%	-1	-6%
COc1cccc(CCNC(=O)c2cc(COc3cccc(OC)c3)on2)c1	·	-14%	·	·	1%	·	·	6	i
Cc1ccccc1NC(=O)Cc1nc(COC(=O)c2nccnc2N)cs1	·	2%	·	·	0%	·	·	-1	-4%
CC(C)(C)OC(=O)NCCCCCNC(=O)c1ncn(Cc2ccccc2)c1C(=O)NCCCCCNC(=O)OC(C)(C)C	·	-8%	·	-1%	-2%	-22%	19%	3	i
O=C(NC1CCCCC1)N1CCC(n2cnc3ccccc32)CC1	?	2%	56µM*	0%	9%	56µM*	20%	-1	4%
CCOc1ccc(NC(=O)c2cccc(NC(=O)c3ccccc3)c2)cc1	-37%	-3%	1%[59 µM]	3%	6%	-9%	34%	-4	-6%
O=C(O)C1CCN(S(=O)(=O)c2ccc3c(c2)OCCCO3)CC1	·	-1%	-19%	-1%	14%	-9%	41%[activator]	-2	-8%
CCc1cccc(CC)c1N1C(=O)C2=C(SCCCS2)C1=O	·	-13%	·	·	-2%	·	·	2	i
O=S(=O)(NCc1ccc(F)cc1)c1ccc(-n2cccn2)cc1	-2%	-17%	20%	-5%	2%	-11%	22%	2	-1%
O=C1N(Cc2ccccc2)c2ccc(Cl)cc2C12OCCO2	102%[activator]	-24%	·	0%	-1%	21%	65%[activator]	-2	i
CCC(C(=O)O)n1ccc2cc(S(=O)(=O)N3CCCCC3)ccc21 (centres undefined)	0%	-2%	6%[59 µM]	1%	-2%	-16%	19%	-1	-1%
Cc1ccc(NC(=O)c2ccc(NCCCN3CCOCC3)c([N+](=O)[O-])c2)cc1Cl	?	-7%	?	-4%	10%	?	?	4	-2%
CC(C)C(=O)Nc1cccc(C(=O)Nc2ccccc2C(=O)O)c1	2%	-6%	0%	-7%	-1%	-24%	15%	4	2%

# In a second layout: 2 of the compounds above.
O=C1N(Cc2ccccc2)c2ccc(Cl)cc2C12OCCO2
  BAZ2B block: 102%[activator] | POLH inh: -24% | G9a inh: · | Pin1 inhibitor: 0% | GLS inhibitor: -1% | JMJD2A Tudor inh: 21% | HP1b binding inh: 65%[activator] | PI4K2A inh: -2 | PGK inhibitor: i
CCC(C(=O)O)n1ccc2cc(S(=O)(=O)N3CCCCC3)ccc21 (centres undefined)
  BAZ2B block: 0% | POLH inh: -2% | G9a inh: 6%[59 µM] | Pin1 inhibitor: 1% | GLS inhibitor: -2% | JMJD2A Tudor inh: -16% | HP1b binding inh: 19% | PI4K2A inh: -1 | PGK inhibitor: -1%

# Back to the main list with the 3 entries that preceded the break.
compound	BAZ2B block	POLH inh	G9a inh	Pin1 inhibitor	GLS inhibitor	JMJD2A Tudor inh	HP1b binding inh	PI4K2A inh	PGK inhibitor
CCC(C(=O)O)n1ccc2cc(S(=O)(=O)N3CCCCC3)ccc21 (centres undefined)	0%	-2%	6%[59 µM]	1%	-2%	-16%	19%	-1	-1%
Cc1ccc(NC(=O)c2ccc(NCCCN3CCOCC3)c([N+](=O)[O-])c2)cc1Cl	?	-7%	?	-4%	10%	?	?	4	-2%
CC(C)C(=O)Nc1cccc(C(=O)Nc2ccccc2C(=O)O)c1	2%	-6%	0%	-7%	-1%	-24%	15%	4	2%
COc1ccccc1NC(=O)CN1C(=O)C(c2ccc(F)cc2)=NC1(C)C	-2%	·	5%[59 µM]	-3%	-2%	3%	30%	-2	·
CC(=O)c1cc(F)c(N2CCN(c3ccc([N+](=O)[O-])cc3F)CC2)cc1C	2%	-2%	-32%	-1%	1%	-4%	31%	-3	-2%
CCOC(=O)C1(Cc2ccc(O)cc2)NC(c2ccco2)C2C(=O)N(c3ccccc3F)C(=O)C21 (centres undefined)	-31%	-8%	-3%[12.7 µM]	5%	43%[activator]	-22%	33%	-22	-1%
COc1ccc(OC)c(NC(=O)CCN2CCN(c3ccccc3F)CC2)c1	?	-8%	?	1%	23%	-24%	-4%	8	-6%
CCN(C(=O)CSc1nc2cc(C(F)(F)F)ccc2n1Cc1ccccc1)C1CCS(=O)(=O)C1 (centres undefined)	6%	-25%	-7%[59 µM]	1%	-9%	-19%	30%	-1	-9%
Cc1cc(C)nc(NS(=O)(=O)c2ccc(NC(=S)NC(=O)CC(C)C)cc2)n1	3%	7%	?	1%	18%	-14%	9%	3	-18%
CCOC(=O)c1cn2nc(Oc3ccc(C#N)cc3)ccc2n1	-3%	4%	14%[59 µM]	4%	5%	-2%	23%	4	6%
CC1CC(C)CN(C(=O)c2ccc3c(=O)n(Cc4ccc5c(c4)OCO5)c(=S)[nH]c3c2)C1 (centres undefined)	-5%	-15%	6%	-2%	3%	-22%	26%	-2	6%
C=CCn1c(SCC(=O)Nc2c(C)n(C)n(-c3ccccc3)c2=O)nnc1-c1ccncc1	·	-8%	·	·	4%	·	·	-4	-2%
Cc1cccc(OCCCC(=O)Nc2ccc(N3CCOCC3)cc2)c1	-6%	-7%	13µM*	7%	32%[activator]	-26%	-7%	-1	3%[11.5 µM]
Cc1cc(C)c(NC(=O)COC(=O)C2CCCO2)c(C)c1 (centres undefined)	·	4%	·	-7%	-11%	-12%	13%[57 µM]	0	-9%
O=C(N/N=C/c1ccc([N+](=O)[O-])o1)c1cc(-c2ccncc2)nc2ccccc12	-11%[57.1 µM]	89µM*	11%[59 µM]	?	10%	-24%	6%	-2	-6%
CCn1cc(S(=O)(=O)c2cc(C)cc(C)c2)c(=O)c2cc(F)c(N3CCCCC3)cc21	-10%	-13%	-2%[59 µM]	-8%	5%	-17%	25%	4	7%
O=C(OCC(=O)N1CCCC1)c1cc(Br)ccc1Cl	-12%	-4%	-5%	-4%	6%	-10%	44%[activator]	-10	-9%
COc1cccc(C(=O)NCCSc2ccc(Br)cc2)c1	16%	-22%	93%[activator]	2%	-2%	-2%[11.4 µM]	41%	0	5%
COc1ccccc1C(=O)NCC(=O)N/N=C/c1ccc2c(c1)OCO2	3%	-10%	18%	7%	-11%	-5%	23%	3	-3%
CCCCNC(=O)CSc1nc2c(sc(=S)n2-c2cc(Cl)ccc2OC)c(=O)[nH]1	2%	-9%	-24%	-1%	-13%	-5%	15%	-5	-4%
C/C=C/c1ccc(OCCOCCOc2cccc3cccnc23)c(OC)c1	-34%	-4%	16%[59 µM]	4%	-1%	-21%[57.1 µM]	33%	-7	i
COc1ccc(Cc2nnc(SCC(=O)N(C)c3ccccc3)o2)cc1	-6%	-16%	18%	-6%	2%	-13%	26%	0	-3%
COc1cccc(NC(=O)CSCC(=O)Nc2ccccc2)c1	5%	-3%	?	-4%	0%	-16%	3%	-3	-2%
Cc1ccc(NC(=O)c2cnc(SCC(=O)N3CCOCC3)n(C)c2=O)cc1C	-1%	-20%	-3%[59 µM]	-10%	-1%	-7%	16%	0	-11%
CCN(CC(=O)Nc1cccc(S(=O)(=O)N2CCCCC2)c1)Cc1ccccc1	2%	-14%	?	2%	0%	-18%	13%	-2	-1%

# Screens (PubChem BioAssay)

# Some of the compounds tested, so the mix of outcomes need not match the whole.
